Screening results from PubChem BioAssay.
rat mGlu8 modulation: rat mGlu8 modulation via Gqi9 calcium signal, confirmation, counter-screen for GIRK activator project, cell-based, HEK293 rmGlu8, Gqi9 chimera. AID 623869. HEK293 rmGlu8/Gqi9 calcium flux, Fluo-4 fluorescence; glutamate at EC20 added after compound. actives 4% (n = 2,100). calls only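 (single compound addition from 20 µM solution with 0.2% DMSO)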;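 active = calcium fluorescence trace judged by eye to show a response, as agonist, enhancer of the glutamate response, or inhibitor; inactive = trace judged by eye to show no response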
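System – HEK-293 cells stably expressing rat mGlu8, plus transient chimeric Gqi9 · Medium – HEPES-buffered HBSS, pH 7.4 · Also added – EC20 glutamate · Compound – one dose, 20 µM addition solution, 0.2% DMSO · Times – compound 4 min before glutamate, then 2 min recording · Measured by – Fluo-4 calcium fluorescence sampled at 1 Hz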
Calls only; i = inactive. Only part of the results is shown. The share of hits here may be higher or lower than overall.

no. | SMILES | rat mGlu8 modulation
1 | COc1cc(OC)cc(C(=O)NC(=S)NCCc2ccccc2)c1 | i
2 | COC(=O)C(C)N(C(=O)c1cccc2ccccc12)c1c(C)cccc1C (stereo not given) | i
3 | O=C(N/N=C1\CCCc2ccccc21)c1ccc([N+](=O)[O-])cc1 | i
4 | COc1cc(OC)cc(C(=O)Nc2nc(-c3ccccc3)c(-c3ccccc3)o2)c1 | i
5 | O=C(N/N=C\c1ccc(Cl)s1)c1cccs1 | i
6 | Cn1ncc2cc(NC(=S)NC(=O)c3ccccc3)ccc21 | i
7 | COc1ccc(-c2c3c([nH]c(=S)c2C#N)CCC3)cc1 | i
8 | COc1ccc(OC)c(Nc2ncnc3c2cnn3-c2cccc(C)c2)c1 | i
9 | O=c1c(O)c(-c2cccs2)oc2ccc(Cl)cc12 | i
10 | CCOC(=O)C(C(=O)OCC)c1cc(Br)c2noc3c2c1C(=O)c1ccccc1-3 | i
11 | CCc1c(C)sc(NC(=O)CCc2ccc(OC)cc2)c1C(N)=O | i
12 | Cc1cccc(-c2nc(CN3CCCC(C(=O)NC4CCCCC4)C3)c(C)o2)c1 (stereo not given) | i

Sorted by number of heavy atoms (falling): part of the list above.
no. | SMILES | rat mGlu8 modulation
10 | CCOC(=O)C(C(=O)OCC)c1cc(Br)c2noc3c2c1C(=O)c1ccccc1-3 | i
11 | CCc1c(C)sc(NC(=O)CCc2ccc(OC)cc2)c1C(N)=O | i
3 | O=C(N/N=C1\CCCc2ccccc21)c1ccc([N+](=O)[O-])cc1 | i

(list continues)
no. | SMILES | rat mGlu8 modulation
13 | CCc1ccc(/C=c2\s/c(=C\C(=O)C(C)(C)C)[nH]c2=O)cc1 | i
14 | Cc1ccccc1C(=O)Nc1ccc2nc3n(c(=O)c2c1)CCC3 | i
15 | O=C(NC(Nc1nc2ccc([N+](=O)[O-])cc2s1)(C(F)(F)F)C(F)(F)F)c1ccccc1 | i
16 | CCOC(=O)c1ccc(NC(=O)N2CCN(Cc3cccc(F)c3)CC2)cc1 | i
17 | Cc1ccc(CSc2nc3ccncc3[nH]2)cc1 | i
18 | O=C(NC(=S)N1CCN(Cc2ccc3c(c2)OCO3)CC1)c1ccc(Cl)cc1 | i
19 | COc1ccc(CN(C)CC(=O)NC(=O)NCc2ccccc2)cc1OC | i
20 | CCOC(=O)c1ccc(NC(=O)Nc2ccc(OC)c(OC)c2)cc1 | i
21 | COCCNCCOc1ccccc1-c1ccccc1 | i
22 | CCCN1C(=O)/C(=C/c2ccc(N3CCCC3)c(C)c2)NC1=S | i
23 | O=C(c1cc(-c2ccccc2)on1)N1CCCC1 | i

Looked up one by one from the entries so far:
no. | SMILES | rat mGlu8 modulation
23 | O=C(c1cc(-c2ccccc2)on1)N1CCCC1 | i
16 | CCOC(=O)c1ccc(NC(=O)N2CCN(Cc3cccc(F)c3)CC2)cc1 | i
15 | O=C(NC(Nc1nc2ccc([N+](=O)[O-])cc2s1)(C(F)(F)F)C(F)(F)F)c1ccccc1 | i
14 | Cc1ccccc1C(=O)Nc1ccc2nc3n(c(=O)c2c1)CCC3 | i

Copied from the listing for reference:
no. | SMILES | rat mGlu8 modulation
14 | Cc1ccccc1C(=O)Nc1ccc2nc3n(c(=O)c2c1)CCC3 | i
15 | O=C(NC(Nc1nc2ccc([N+](=O)[O-])cc2s1)(C(F)(F)F)C(F)(F)F)c1ccccc1 | i
